VEEV TC-83 Vero: inhibitors of VEEV TC-83 cytopathic effect, confirmation, Vero cells (AID 588727); Vero cells, VEEV TC-83 cytopathic effect inhibition; higher % means a stronger effect; inhibition, % at 20 µM; hits with a dose series show IC50 in µM; 0.13% of 350,000 active; in the data active = a potency from the dose series; inconclusive = inhibition mostly from about 14% at the one dose, without a potency; inactive = the rest, 99 in 100 with inhibition below about 12%; note: strong numbers were not always called active
influenza NS1A: NS1A inhibition, H1N1 influenza, cell based functional assay (AID 504329) | inhibition, % at 12.5 µM; hits with a dose series show IC50 in µM | NS1A functional cell-based assay, percent inhibition; higher % means a stronger effect | 0.3% of 340,000 active; in the data active = a potency from the dose series; inconclusive = inhibition above about 27% without an active follow-up result; note: strong numbers were not always called active
PhoP GFP inhibition: Inhibition of PhoP regulon, Salmonella typhi GFP reporter cells, confirmation, 4 h (AID 1850); Salmonella Typhi PhoP-promoter GFP reporter, fluorescence, 4 h; higher % means a stronger effect; 0.33% of 310,000 active; inhibition, % at 50 µM, or IC50 in µM where a hit was titrated; in the data active = a potency from the dose series; inconclusive = inhibition mostly from about 25% at the one dose, without a potency; inactive = the rest, 99 in 100 with inhibition below about 19%;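 note: 0% = induced wells with vehicle and 100% = uninduced wells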
M. tuberculosis HTS: M. tuberculosis growth inhibition, HTS (AID 449762); 0.59% of 330,000 active; inhibition, % at 25 µM, or IC50 in µM where a hit was titrated; M. tuberculosis H37Rv growth inhibition, 7H9 media; higher % means a stronger effect; in the data active = a potency from the dose series; inconclusive = inhibition above about 70% without an active follow-up result;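 note: bacterial growth assessed after seven days of incubation; strong numbers were not always called active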
tuberculosis growth: growth inhibition of non-replicating M. tuberculosis (AID 488890); Mycobacterium tuberculosis non-replicating, growth inhibition; higher % means a stronger effect; 0.39% of 320,000 active; one-dose inhibition, % at 25 µM; IC50 in µM for titrated hits; in the data active = a potency from the dose series; inconclusive = inhibition mostly from about 82% at the one dose, without a potency; inactive = the rest, 99 in 100 with inhibition below about 76%;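 note: plate controls were DMSO cells for no effect and high antibiotic wells for full effect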
VEEV TC-83 Vero 10K pilot screen: further read-out of VEEV TC-83 Vero, marked with its call; inhibition, %; measured here: 10K pilot screen inhibition
An asterisk follows results filed as active. Compounds were not picked by outcome; any-hit rate near 1.5%.

The opening three compounds, to show the layout:
What do the screens show for `Cc1ccccc1CNc1ncnc2cc(Cl)ccc12`?
VEEV TC-83 Vero: 0.6%; influenza NS1A: -8%; PhoP GFP inhibition: -12%; M. tuberculosis HTS: 6%; tuberculosis growth: -11%

How did Cn1c(NN)nc2c1c(=O)n(Cc1ccccc1)c(=O)n2C do in these assays?
VEEV TC-83 Vero: inactive; influenza NS1A: 7%; PhoP GFP inhibition: 0%; M. tuberculosis HTS: 1%; tuberculosis growth: -17%

Results for Cc1ccc(NC(=O)/C(CN(C)C)=N\O)cc1 ?
VEEV TC-83 Vero: 0.2%; influenza NS1A: -9%; PhoP GFP inhibition: -7%; tuberculosis growth: -12%

The list itself, from the first entry:
What do the screens show for `Cc1ccccc1CNc1ncnc2cc(Cl)ccc12`?
VEEV TC-83 Vero: 0.6%; influenza NS1A: -8%; PhoP GFP inhibition: -12%; M. tuberculosis HTS: 6%; tuberculosis growth: -11%

How did Cn1c(NN)nc2c1c(=O)n(Cc1ccccc1)c(=O)n2C do in these assays?
VEEV TC-83 Vero: inactive; influenza NS1A: 7%; PhoP GFP inhibition: 0%; M. tuberculosis HTS: 1%; tuberculosis growth: -17%

Results for Cc1ccc(NC(=O)/C(CN(C)C)=N\O)cc1 ?
VEEV TC-83 Vero: 0.2%; influenza NS1A: -9%; PhoP GFP inhibition: -7%; tuberculosis growth: -12%

What do the screens show for `CC(=O)Nc1ccc(-c2csc(NC(=O)Nc3ccccc3)n2)cc1`?
VEEV TC-83 Vero: 11%; influenza NS1A: -3%

What do the screens show for `Cc1cccc(NC2(C(F)(F)F)N=C3SCCN3C2=O)n1` (stereo not given)?
VEEV TC-83 Vero: 0.4%; influenza NS1A: 0%; PhoP GFP inhibition: 2%; M. tuberculosis HTS: 3%; tuberculosis growth: -4%

Results for O=C1C(C23CC4CC(CC(C4)C2)C3)C(=O)N(c2ccccc2)N1c1ccccc1 ?
VEEV TC-83 Vero: 0.6%; influenza NS1A: 6%; PhoP GFP inhibition: -20%; M. tuberculosis HTS: 9%; tuberculosis growth: -7%

How did Cc1cccc(N2CCN(C(=O)C3CCN(c4ncnc5c4nc4n5CCCCC4)CC3)CC2)c1C do in these assays?
VEEV TC-83 Vero: 2.5%; influenza NS1A: 9%; PhoP GFP inhibition: 7%; M. tuberculosis HTS: inconclusive; tuberculosis growth: 1%

What do the screens show for `COc1ccc(CNS(=O)(=O)c2cc(-c3cc(C)no3)ccc2C(C)C)cc1`?
VEEV TC-83 Vero: 1.3%; influenza NS1A: 6%; PhoP GFP inhibition: -16%; M. tuberculosis HTS: -8%; tuberculosis growth: 10%

What do the screens show for `CC1(C)Cc2c(sc(/N=C/N3CCCC3)c2C#N)C(C)(C)N1`?
VEEV TC-83 Vero: 0.9%; influenza NS1A: -3%; PhoP GFP inhibition: -7%; M. tuberculosis HTS: 2%; tuberculosis growth: -5%

How did O=C(COc1ccc2ccccc2c1)NNC(=O)Cc1ccccc1 do in these assays?
VEEV TC-83 Vero: 0.6%; influenza NS1A: 4%; PhoP GFP inhibition: -14%; M. tuberculosis HTS: -3%; tuberculosis growth: -28%

Results for CCCNC(=O)C1CC(c2ccccc2[N+](=O)[O-])=NO1 (stereo not given) ?
VEEV TC-83 Vero: 0.6%; influenza NS1A: 9%; PhoP GFP inhibition: 5%; M. tuberculosis HTS: -1%; tuberculosis growth: -4%

What do the screens show for `Cc1cc(C)c(C)c(S(=O)(=O)N2C(=S)NC(=O)C2C(C)C)c1C` (stereo not given)?
VEEV TC-83 Vero: 1.6%; influenza NS1A: -16%; PhoP GFP inhibition: 3%; M. tuberculosis HTS: 19%; tuberculosis growth: inconclusive

How did Cc1ccc(S(=O)(=O)CCC(=O)OCC(=O)Nc2ncc(Cl)cc2Cl)cc1 do in these assays?
VEEV TC-83 Vero: inactive; influenza NS1A: 13%; PhoP GFP inhibition: 3%; M. tuberculosis HTS: -5%; tuberculosis growth: 5%

How did O=C(CSC(=S)N1CCCC1)c1cc(Br)cc(Br)c1O do in these assays?
PhoP GFP inhibition: -26%; M. tuberculosis HTS: 24µM*; tuberculosis growth: inconclusive

How did O=c1[nH]c2ccc(S(=O)(=O)N3CCN(Cc4ccccc4)CC3)cc2[nH]c1=O do in these assays?
VEEV TC-83 Vero: 2.0%; influenza NS1A: -10%; PhoP GFP inhibition: -2%; M. tuberculosis HTS: 0%; tuberculosis growth: 2%

Results for CCOC(=O)c1sc(=S)[nH]c1C ?
VEEV TC-83 Vero: 10%; influenza NS1A: -24%

How did O=c1[nH]c2cccnc2c2ccsc12 do in these assays?
VEEV TC-83 Vero: 0.2%; influenza NS1A: 3%; PhoP GFP inhibition: 6%; M. tuberculosis HTS: -7%; tuberculosis growth: -6%

How did CCOC(=O)C1=C(COC(=O)c2cccnc2SC)NC(=O)NC1C (stereo not given) do in these assays?
VEEV TC-83 Vero: 5.0%; influenza NS1A: -21%; M. tuberculosis HTS: -9%; tuberculosis growth: -1%

How did O=C(COc1nsnc1N1CCOCC1)Nc1ccc(Br)cc1 do in these assays?
VEEV TC-83 Vero: inactive; influenza NS1A: -4%; PhoP GFP inhibition: 10%; M. tuberculosis HTS: 16%; tuberculosis growth: 14%

Results for CCOC(=O)COc1nc(-c2ccc(C)cc2)cc(-c2ccco2)c1C#N ?
VEEV TC-83 Vero: 0.9%; influenza NS1A: -7%; PhoP GFP inhibition: 2%; M. tuberculosis HTS: 6%; tuberculosis growth: 63%

Results for CC(=O)Nc1ccc(CN2CCC(n3nccc3NC(=O)CCc3ccccc3)CC2)cc1 ?
VEEV TC-83 Vero: 2.1%; influenza NS1A: -2%; PhoP GFP inhibition: 1%; M. tuberculosis HTS: 1%; tuberculosis growth: 2%

How did Cc1cccc(N2C(=O)CC(N3CCN(Cc4ccc5c(c4)OCO5)CC3)C2=O)c1 (stereo not given) do in these assays?
VEEV TC-83 Vero: 0.2%; influenza NS1A: 9%; PhoP GFP inhibition: -4%; M. tuberculosis HTS: -4%; tuberculosis growth: 3%

Results for CNc1c([N+](=O)[O-])cnn1-c1ccc(Cl)cc1 ?
VEEV TC-83 Vero: inactive; influenza NS1A: 1%; PhoP GFP inhibition: -1%; M. tuberculosis HTS: -8%; tuberculosis growth: -2%

How did CCn1c(CNc2ccc(OC)cc2)nnc1SCC(=O)Nc1ccc(F)cc1 do in these assays?
VEEV TC-83 Vero: 0.1%; influenza NS1A: 9%; PhoP GFP inhibition: 3%; M. tuberculosis HTS: -9%; tuberculosis growth: 28%

How did CC(=O)c1c(C)[nH]c(C(=O)OCc2ccccc2)c1C do in these assays?
VEEV TC-83 Vero: inactive; influenza NS1A: 8%; PhoP GFP inhibition: 3%; M. tuberculosis HTS: 5%; tuberculosis growth: 67%

What do the screens show for `CCn1nc(NC(=O)C(C)(C)C)c2cc3cccc(C)c3nc21`?
VEEV TC-83 Vero: 3.5%; influenza NS1A: -22%; PhoP GFP inhibition: 1%; M. tuberculosis HTS: 2%; tuberculosis growth: -12%

Results for CN1CCCN(c2ccc([N+](=O)[O-])nc2)CC1 ?
VEEV TC-83 Vero: inactive; influenza NS1A: 2%; PhoP GFP inhibition: 9%; M. tuberculosis HTS: -2%; tuberculosis growth: -2%

How did O=Cc1c(NCc2ccccc2Cl)c2ccccc2[nH]c1=O do in these assays?
VEEV TC-83 Vero: inactive; influenza NS1A: 5%; PhoP GFP inhibition: -6%; M. tuberculosis HTS: -4%; tuberculosis growth: 23%

What do the screens show for `CCOC(=O)c1nn(-c2ccccc2)c(C(=O)OCC)c1N`?
VEEV TC-83 Vero: 0.3%; influenza NS1A: -8%; PhoP GFP inhibition: 0%; M. tuberculosis HTS: 5%; tuberculosis growth: 0%

Results for CC1C(=O)N2CCCc3cc(NC(=O)c4ccccc4F)cc1c32 (stereo not given) ?
VEEV TC-83 Vero: 11%; influenza NS1A: 1%; PhoP GFP inhibition: 2%; M. tuberculosis HTS: 7%; tuberculosis growth: -20%

What do the screens show for `Cc1ccc2nc(-c3ccccc3)c(CN3CCOCC3)n2c1`?
VEEV TC-83 Vero: 1.8%; influenza NS1A: 5%; PhoP GFP inhibition: 1%; M. tuberculosis HTS: 6%; tuberculosis growth: 48%

What do the screens show for `COc1ccc(OC)c(-c2cc(C3CCN(C(=O)OC(C)(C)C)CC3)[nH]n2)c1`?
VEEV TC-83 Vero: 7.4%; influenza NS1A: -5%; PhoP GFP inhibition: -18%; M. tuberculosis HTS: -1%; tuberculosis growth: 9%

What do the screens show for `O=C(c1ccc(Cl)cc1)N1CCN(c2cc(=O)[nH]nc2-c2ccccc2)CC1`?
VEEV TC-83 Vero: 4.1%; influenza NS1A: -14%; PhoP GFP inhibition: -1%; M. tuberculosis HTS: -8%; tuberculosis growth: -13%

Results for COC(=O)C(C)n1cnc2c(nnn2-c2ccc(F)cc2)c1=O (stereo not given) ?
VEEV TC-83 Vero: 5.2%; influenza NS1A: 4%; PhoP GFP inhibition: -4%; M. tuberculosis HTS: -6%; tuberculosis growth: -33%; VEEV TC-83 Vero 10K pilot screen: 1.5

Results for COCc1cc(=O)[nH]c(SCC(=O)N2CCOCC2)n1 ?
VEEV TC-83 Vero: 1.2%; influenza NS1A: -8%; PhoP GFP inhibition: -5%; M. tuberculosis HTS: 11%; tuberculosis growth: -21%

What do the screens show for `CC(C)[C@H](NC(=O)N1c2ccccc2NC(=O)[C@@H]1C(C)C)C(=O)N[C@@H](Cc1ccccc1)C(=O)O`?
VEEV TC-83 Vero: 1.8%; influenza NS1A: -1%; PhoP GFP inhibition: -3%; M. tuberculosis HTS: -5%; tuberculosis growth: -7%

How did O=C(CN1CCN(S(=O)(=O)c2ccc3ccccc3c2)CC1)Nc1ccc2c(c1)CCC2 do in these assays?
VEEV TC-83 Vero: 0.5%; influenza NS1A: 2%; PhoP GFP inhibition: 6%; M. tuberculosis HTS: -12%; tuberculosis growth: 17%

What do the screens show for `O=C(C1CCOCC1)N1CCC(CO)(CCc2ccccc2)CC1`?
VEEV TC-83 Vero: 1.3%; influenza NS1A: 15%; PhoP GFP inhibition: -9%; M. tuberculosis HTS: 1%; tuberculosis growth: 2%; VEEV TC-83 Vero 10K pilot screen: 0.5

What do the screens show for `COc1ccc(/C=N/NC(=O)c2ccccc2O)cc1Cn1nnc2ccccc21`?
VEEV TC-83 Vero: 0.4%; influenza NS1A: -10%; PhoP GFP inhibition: 1%; M. tuberculosis HTS: -3%; tuberculosis growth: 3%

How did CCN(C(=O)CSc1nc(C)nc2sc(C)c(C)c12)c1ccc(F)cc1 do in these assays?
VEEV TC-83 Vero: 0.4%; influenza NS1A: -12%; M. tuberculosis HTS: -10%; tuberculosis growth: -14%

Results for O=C(O)c1cc(S(=O)(=O)Nc2ccc3c(c2)OCCO3)c(Cl)cc1Cl ?
VEEV TC-83 Vero: 0.2%; influenza NS1A: -2%; PhoP GFP inhibition: 2%; M. tuberculosis HTS: 5%; tuberculosis growth: 0%

What do the screens show for `Cc1ccc(C(=O)N=c2sccn2C)cc1C`?
VEEV TC-83 Vero: 5.5%; influenza NS1A: 0%; PhoP GFP inhibition: -12%; M. tuberculosis HTS: 2%; tuberculosis growth: 4%

Results for Cc1ncoc1C(=O)N1CCCC(C(=O)c2ccc(Oc3ccccc3)cc2)C1 (stereo not given) ?
VEEV TC-83 Vero: 0.1%; influenza NS1A: 2%; PhoP GFP inhibition: -3%; M. tuberculosis HTS: 24%; tuberculosis growth: 30%

Results for Brc1ccc(C2Nc3cccc4cccc(c34)N2)s1 ?
VEEV TC-83 Vero: 0.9%; influenza NS1A: 8%; PhoP GFP inhibition: -3%; M. tuberculosis HTS: 4%; tuberculosis growth: 43%

How did COC(=O)Nc1ccc(S(=O)(=O)N2CCN(c3ccc(F)cc3)CC2)cc1 do in these assays?
VEEV TC-83 Vero: 2.8%; influenza NS1A: -1%; PhoP GFP inhibition: -7%; M. tuberculosis HTS: 4%; tuberculosis growth: -4%

What do the screens show for `O=C(CN1CCOCC1)Nc1nc2ccc([N+](=O)[O-])cc2s1`?
VEEV TC-83 Vero: inactive; influenza NS1A: 3%; PhoP GFP inhibition: -1%; M. tuberculosis HTS: 2%; tuberculosis growth: 30%

How did COc1ccccc1C1CC(c2ccc(Br)cc2)=NN1C(=O)c1cccnc1 (stereo not given) do in these assays?
VEEV TC-83 Vero: 5.2%; influenza NS1A: -3%; PhoP GFP inhibition: 8%; M. tuberculosis HTS: 21%; tuberculosis growth: 62%

Assay outcomes as filed in PubChem BioAssay.
